Screens from PubChem.
Rab9 promoter act: qHTS Assay for Rab9 Promoter Activators | Huh7 Rab9 promoter-luciferase reporter, luminescence, 24 h | Potency, µM (top dose mostly 9.22 µM), for the others: at the highest dose activation, negative = inhibition, actives largely listed as activators | hit rate 2.8% among 320,000; note: potency is the fitted concentration of half-maximal effect; % of control where 0% means no effect; nearly all actives have a fitted effect of over 60% in size
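Using Huh7 cells stably transfected with Rab9 promoter–luciferase, compounds were incubated 24 h at 37 °C, 5% CO2; luciferase luminescence was read 10 min after reagent addition.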
KCNH2 3.1 block: qHTS for Inhibitors of KCHN2 3.1: Mutant qHTS; Potassium voltage-gated channel subfamily H member 2, brain isoform KCNH2 3.1 (human); U2OS KCNH2 3.1, thallium flux FluxOr; active compounds read low; activity change, % (tested at about 1.8 µM); hit rate 0.95% among 340,000;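 active = maximum activity change below -70%; inconclusive = maximum activity change from -70% to -50%; inactive = maximum activity change above -50%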;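 note: thallium influx rate constant from kinetic fluorescence after stimulation buffer; % is set by controls: 0 for no effect and ±100 for the full control effect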
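Thallium flux read-out: FluxOr dye with Red40 quencher in HBSS/HEPES, 45 min at RT. Rate constants from kinetic reads were normalized to positive and negative DMSO controls. Cells: U2OS virally expressing the 3.1 isoform.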
RORg inh: qHTS for inhibitors of ROR gamma transcriptional activity; hit rate 5.4% among 310,000; AID 2551, 2010; Nuclear receptor ROR-gamma (Mus musculus), P51450; Drosophila S2 Gal4-RORgamma UAS-luciferase reporter, 20 h; Potency, µM (doses to about 53.6 µM), without a hit: at the highest dose activity change, negative = inhibition, actives largely listed as inhibitors; note: potency is the fitted concentration of half-maximal effect; % is set by controls: 0 for no effect and ±100 for the full control effect; nearly all actives have a fitted effect of over 60% in size
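Luminescence from a UAS-regulated Photinus luciferase reporter in stably transfected Drosophila Schneider cells is measured; decreased signal marks ROR gamma inhibition. Fusion expression is induced by 700 uM copper sulfate for 20 hr.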
VP16 counter: VP16 counterscreen qHTS for inhibitors of ROR gamma transcriptional activity; Drosophila S2 Gal4-VP16 UAS-luciferase, luminescence, 20 h; Potency, µM (highest dose often 53.6 µM), for the others: top-dose activity, negative = inhibition, most hits filed as inhibitors; hit rate 3.5% among 310,000; AID 2546, 2010;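 note: Gal4-VP16 expression switched on by copper sulfate through the metallothionein promoter; potency is the fitted concentration of half-maximal effect; % is set by controls: 0 for no effect and ±100 for the full control effect; nearly all actives have a fitted effect of over 50% in size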
uPA generation: qHTS for Inhibitors of Cell Surface uPA Generation; Potency, µM (highest dose often 38.3 µM), for inactives: top-dose activity change, negative = inhibition, usual class: inhibitors; cell surface uPA generation assay, qHTS; AID 540303, 2011; hit rate 0.31% among 330,000; active = well fitted inhibition curve with a large enough effect; inconclusive = small, poorly fitted or top-dose-only effect; inactive = no such curve, though single readings can be large or run the other way; tested in mouse RAW 264.7 cells; note: potency is the fitted concentration of half-maximal effect; % is set by controls: 0 for no effect and ±100 for the full control effect; nearly all actives have a fitted effect of over 55% in size
Tb PFK inh: qHTS Assay to Find Inhibitors of T. brucei phosphofructokinase; T. brucei PFK, ADP-Glo luminescence; Potency, µM (series often up to 57.5 µM), for inactives: at the top dose activity, negative = inhibition, usual class: inhibitors; hit rate 0.17% among 330,000;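 note: potency is the fitted concentration of half-maximal effect; 0% = uninhibited 1x PFK enzyme wells and -100% = no-enzyme wells; nearly all actives have a fitted effect of over 60% in size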
Target sequence (O15648 whole entry, looked up): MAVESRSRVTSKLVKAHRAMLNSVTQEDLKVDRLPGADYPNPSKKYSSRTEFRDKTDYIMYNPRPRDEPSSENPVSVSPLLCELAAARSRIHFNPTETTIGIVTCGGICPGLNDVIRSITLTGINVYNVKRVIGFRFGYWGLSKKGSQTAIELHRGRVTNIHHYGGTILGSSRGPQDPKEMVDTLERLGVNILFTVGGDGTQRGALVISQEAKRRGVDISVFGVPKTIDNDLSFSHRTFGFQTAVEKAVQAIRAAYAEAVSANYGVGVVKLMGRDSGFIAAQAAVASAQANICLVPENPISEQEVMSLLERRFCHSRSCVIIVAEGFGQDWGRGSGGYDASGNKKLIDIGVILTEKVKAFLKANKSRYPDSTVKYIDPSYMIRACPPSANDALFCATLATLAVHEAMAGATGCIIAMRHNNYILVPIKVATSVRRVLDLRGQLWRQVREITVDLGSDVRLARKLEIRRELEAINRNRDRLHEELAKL
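1.25 nM PFK with 0.5 mM F6P and 0.1 mM ATP in 0.1 M TEA pH 8.0, 5 mM MgCl2, incubated 45 min at room temperature; ADP measured by ADP-Glo luminescence; compounds titrated up to 57 uM.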
NPC1 promoter act: qHTS Assay for NPC1 Promoter Activators. Huh7 NPC1 promoter luciferase reporter, 24 h. Potency, µM (titrated, usually from 9.22 µM), for the others: top-dose activation, usual class: activators. hit rate 2.4% among 320,000;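 note: potency is the fitted concentration of half-maximal effect; % of control where 0% means no effect; nearly all actives have a fitted effect of over 60% in size; reporter is driven by a mutant NPC1 promoter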
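Luminescence from an NPC1 promoter-driven luciferase reporter in stably transfected Huh7 cells was measured after 24 h compound treatment at 37 °C, followed by 10 min ambient incubation with luciferase detection reagent.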
ELG1 genotox: qHTS screen for small molecules that induce genotoxicity in human embryonic kidney (HEK293T) cells expressing luciferase-tagged ELG1; HEK293T ELG1-luciferase reporter, luminescence, 16 h; Potency, µM (series often up to 46 µM), for inactives: at the highest dose activity change, positive = activation, hits mostly activators; hit rate 1.3% among 330,000; AID 504466, 2011; note: potency is the fitted concentration of half-maximal effect; % of control where 0% means no effect; nearly all actives have a fitted effect of over 60% in size
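ELG1-luciferase HEK293T cells, 2,000/well; compound pinned in; 16 hr, 37 °C, 5% CO2; ONE-Glo, 30 min RT; luminescence on CCD imager.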
Giardia killer: Small Molecules that selectively kill Giardia lamblia: qHTS | Giardia lamblia trophozoite viability | activity change, % at 7.66 µM, hits read low | hit rate 0.15% among 340,000; in the data active = activity change below about -80%; inconclusive = between about -30% and that limit;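 note: parasites exposed to compound for two days anaerobically before the ATP read; % is set by controls: 0 for no effect and ±100 for the full control effect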
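Trophozoites 100 cells/well + cpd; 48 hrs, 37 deg C, anaerobic. ATPLite 1-Step added, 15-30 min RT, luminescence read (ATP-based viability).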
Coupling enz: qHTS Assay for Inhibitors of Fructose-1,6-bisphosphate Aldolase from Giardia Lamblia: Coupling assay counterscreen. coupling enzyme system counterscreen, AmpLite Red fluorescence. activity change, negative = inhibition, % at 58.2 µM, hits read low. hit rate 0.67% among 290,000. AID 2472, 2010; in the data active = activity change below about -30%; note: % is set by controls: 0 for no effect and ±100 for the full control effect
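Counterscreen of the coupled detection system alone, without aldolase: glyceraldehyde-3-phosphate coupling enzymes plus AmpLite Red readout. Compounds at 57.5 uM final, 10 min RT preincubation, 20 min RT reaction, fluorescence 525/598 nm.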
FLuc modulator: qHTS profiling assay for firefly luciferase inhibitor/activator using purifed enzyme and Km concentrations of substrates (counterscreen for miR-21 project). Luciferin 4-monooxygenase (Photinus pyralis), P08659. purified FLuc, Km substrates, luminescence inhibition. Potency, µM (series often up to 57.5 µM), without a hit: at the top dose activity change, negative = inhibition, hits mostly inhibitors. hit rate 6.9% among 360,000;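 note: potency is the fitted concentration of half-maximal effect; plate controls were vehicle for no effect and reference inhibitor for full effect; nearly all actives have a fitted effect of over 55% in size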
Target sequence (P08659 whole entry, looked up): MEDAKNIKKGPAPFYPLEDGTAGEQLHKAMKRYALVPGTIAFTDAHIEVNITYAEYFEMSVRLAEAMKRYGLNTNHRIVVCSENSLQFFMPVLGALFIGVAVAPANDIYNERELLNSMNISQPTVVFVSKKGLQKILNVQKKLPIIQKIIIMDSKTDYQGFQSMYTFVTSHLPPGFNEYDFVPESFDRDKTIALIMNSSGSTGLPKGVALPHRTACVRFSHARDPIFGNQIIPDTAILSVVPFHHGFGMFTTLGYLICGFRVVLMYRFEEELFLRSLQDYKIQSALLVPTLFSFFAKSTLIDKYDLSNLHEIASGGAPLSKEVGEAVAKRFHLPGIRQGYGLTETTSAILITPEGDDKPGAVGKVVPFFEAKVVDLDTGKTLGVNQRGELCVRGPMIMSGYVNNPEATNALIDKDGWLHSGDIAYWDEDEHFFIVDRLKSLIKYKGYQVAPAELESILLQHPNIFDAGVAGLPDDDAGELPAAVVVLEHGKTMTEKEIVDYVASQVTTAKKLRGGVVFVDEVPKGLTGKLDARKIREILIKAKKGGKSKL
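Purified P. pyralis luciferase (10nM final) with 10uM D-luciferin and 10uM ATP (Km levels) in 50mM Tris acetate pH 7.5, 10mM Mg acetate, 0.01% Tween-20, 0.05% BSA; qHTS 6-point titration, ~60 µM downward; luminescence read.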
Numbers without * were called inactive; ? = inconclusive; · = not tested or not shown; & = joins results of further samples; [ ] = dose if it differs, or a comment. Unless noted, calls come from the whole dose curve; as a rule, active = well fitted curve in the direction sought with a large enough effect; inconclusive = small, poorly fitted or top-dose-only effect, or another doubt; inactive = no such curve, though single readings can be large; an effect the other way counts as inactive or inconclusive. No enrichment for hits. Share with any hit: about 14%.

SMILES	Rab9 promoter act	KCNH2 3.1 block	RORg inh	VP16 counter	uPA generation	Tb PFK inh	NPC1 promoter act	ELG1 genotox	Giardia killer	Coupling enz	FLuc modulator
CC(C)c1ccccc1NC(=O)COC(=O)Cc1ccsc1	-2%	-4	-10%	-7%	3%	-1%	5%	1%	9	9	3%
O=C(Cn1nnc2ccccc21)N/N=C\C=C\c1ccccc1	2%	5	?	?	15%	-14%	3%	0%	-13	·	-13%
CCn1c(=O)c(C(=O)NNC(=O)c2ccccc2)c(O)c2ccccc21	0%	12	?	?	-1%	22%	3%	0%	-14	-3	0%
CCCc1nc2ccccc2n1CC(O)COc1ccc(NC(C)=O)cc1 (stereo not given)	-3%	14	15%	-1%	0%	5%	2%	-2%	3	2	-2%
CCSCCOC(=O)C1=C(C)NC(=O)NC1c1cc(OC)ccc1OC (stereo not given)	0%	11	7%	2%	-6%	6%	-7%	1%	-10	1	-1%
O=C(Cn1ccc(C(F)(F)F)n1)Nc1ccc(S(=O)(=O)NCc2ccco2)cc1	7%	-36	14%	-5%	3%	-14%	0%	-5%	-5	-2	-2%
CN(Cc1ccccc1)C(=O)CCC1CCN(S(=O)(=O)N(C)C)CC1	0%	3	29%	-3%	-1%	-8%	0%	-2%	-3	1	0%
O=C(CN1C(=O)c2ccccc2C1=O)c1ccc(F)cc1	18%	-1	18%	-10%	4%	-3%	13%	5%	1	-5	?
Cc1nc(C)c(C(=O)N2CCCC(C(=O)c3ccc4ccccc4c3)C2)s1 (stereo not given)	0%	1	?	-8%	-5%	0%	7%	-9%	-2	-1	-2%
c1cc(C2CCCCC2)ccc1Oc1nc(N2CCOCC2)nc(N2CCOCC2)n1	10%	-71*	-2%	2%	2%	0%	0%	-1%	-5	1	2%
COc1cccc(CN2C(=O)c3ccccc3C2C(=O)NCC2CCCO2)c1 (stereo not given)	2%	-9	-6%	-5%	-3%	-8%	-2%	1%	26	5	2%
Oc1ccccc1CN1CCN(C(O)(c2ccccc2)c2ccccc2)CC1	-1%	?	-16%	-9%	-7%	0%	2%	1%	-4	3	3%
CCCCN(C(=O)c1ccc(C)c(S(=O)(=O)N2CCOCC2)c1)c1c(N)n(CC(C)C)c(=O)[nH]c1=O	-3%	2	·	·	3%	-6%	-2%	-2%	-14	·	-1%
CCCCC(=O)Nc1ncc2c(n1)CC(C)(C)CC2=O	12%	3	17%	19%	0%	0%	3%	0%	-7	0	-2%
CCC(C(=O)NC1CCCCC1)n1c(SCc2ccc(F)cc2)nc2ccncc21 (stereo not given)	1%	-4	?	12%	?	-5%	-4%	-7%	-5&-3	3	-3%&-15%
Cc1cc2c(s1)CCCCC(=O)N2	-43%[inhibitor]	-5	22%	-6%	9%	-14%	1%	1%	21	-9	5%
Cc1cc(C)c(OCC(=O)OCC(=O)NC2CCCCCCC2)c(C)c1	0%	8	-14%	0%	7%	1%	-5%	-1%	13	·	3%
CCOC(=O)N1CCC2(CC1)C(C#N)=C(N)Oc1c2c(C)nn1-c1cccc(Cl)c1	-6%	21	2%	19%	2%	-1%	0%	-1%	10	-6	-8%
CNC(=O)NC(=O)CSc1ncc(C(F)(F)F)cc1Cl	0%	-4	2%	-5%	5%	-4%	1%	-1%	1	1	-1%
O=C(c1ccccc1)C(c1ccccc1)c1ccccc1	-4%	5	·	·	-5%	0%	2%	1%	1	·	2%
CCN(C(=O)CSc1nc2ccccc2[nH]1)C1CCS(=O)(=O)C1 (stereo not given)	·	2	·	·	-11%	-9%	·	0%	5	·	·
COc1ccc(C2CC(=O)N(CC(=O)NCC3CCCO3)c3ccccc3S2)cc1OC (stereo not given)	1%	2	12%	10%	4%	-1%	-5%	11%	2	-4	1%
COc1ccc2nc(-c3cccc(N)c3)[nH]c2c1	2.5µM*	7	?	13µM*	-9%	2%	1.6µM*	?	?	-30	2.4µM*
CN1CCN(C2CCN(c3cccc(Cl)c3)CC2)CC1CCO (stereo not given)	1%	0	-9%	-8%	-23%	0%	-4%	0%	-8	-1	4%
CCCOc1cccc(-c2nnc(N)s2)c1	28%	23	0%	0%	3%	-7%	11%	4%	-21	5	?
Following part.
SMILES	Rab9 promoter act	KCNH2 3.1 block	RORg inh	VP16 counter	uPA generation	Tb PFK inh	NPC1 promoter act	ELG1 genotox	Giardia killer	Coupling enz	FLuc modulator
Cc1cc(C(=O)Nc2cccc(C)c2C)n(-c2ccccc2)n1	-1%	2	8%	2%	-2%	10%	5%	9%	-3	5	-14%
O=C(Nc1nnc(SCc2ccccn2)s1)C1CC(=O)N(c2ccccc2)C1 (stereo not given)	2%	1	13%	-7%	-1%	-4%	-4%	3%	-5	1	1%
Cc1cc(NC(=O)c2c(Cl)cnn2C)no1	-1%	-5	-2%	-19%	-12%	-2%	-3%	-1%	-13	0	1%
CCOc1ncccc1C(=O)OCC(=O)c1cccs1	-5%	-4	17%	-2%	·	-3%	-4%	2%	-10	-1	?
CC(=O)NS(=O)(=O)c1ccc(NC(=O)c2ccc(NC(=O)c3cccs3)cc2)cc1	2%	-163*	·	·	2%	-27%	0%	0%	-7	·	?
Cc1ccc(CN(CC(=O)NCC2CCCO2)S(=O)(=O)c2ccc(C)cc2)cc1 (stereo not given)	1%	5	-3%	2%	0%	-9%	-3%	0%	3	-1	1%
OCC[C@@H]1C[C@H](O)[C@@H](O)[C@@]2(CCc3ccccc3CO2)O1	1%	11	-13%	0%	-3%	3%	-1%	4%	-7	1	2%
COc1ccc(/C=N/NC(=O)c2cccnc2)c(C(=O)O)c1OC	-3%	-1	2%	4%	-1%	2%	-4%	-1%	-6	3	3%
Cc1ccc(C)c(OCCn2cc(/C=C(\C#N)C(=O)NCc3ccco3)c3ccccc32)c1	-3%	-44	-1%[10 µM]	-30%	-2%	5%	-5%	?	7	-6	-1%
O=C(CNC(=O)c1ccco1)OCC(=O)c1cccc2ccccc12	·	0	-3%	-2%	3%	·	·	·	7	2	-13%
COc1ccc(C2CC(=O)C(C=NCCCO)=C(O)C2)cc1 (stereo not given)	6%	-11	0%	4%	-27%	1%	1%	0%	23	1	-1%
COc1cc2c(cc1OC)C(COc1ccc(C(C)C)cc1)NCC2 (stereo not given)	-44%[inhibitor]	-6	-39%	?	10%	-3%	-5%	-7%	9	·	0%
CCOC(=O)c1c(S(=O)(=O)NCc2ccc(OC)cc2)c(C)n(C)c1C	0%	23	-15%	7%	5%	1%	-4%	0%	11	0	2%
O=C(OCC(=O)N1CCCC1=O)c1ccc(O)cc1O	1%	-3	·	·	-1%	-5%	-4%	-5%	7	·	3%
c1csc(-c2ccc3ccccc3n2)c1	?	-5	-8%	18%	-2%	-4%	?	?	14	2	7.6µM*
COc1ccc(OC)c(S(=O)(=O)N2CCC(C(=O)NCc3cccnc3)CC2)c1	-2%	8	-25%	-10%	0%	-2%	-2%	0%	6	4	-1%
Cc1ccc(C)c(NC(=O)c2cc(-c3cccnc3)nc3ccccc23)c1	1%	-4	5%	9%	21%	-2%	-6%	-9%	3	-2	0%
O=C(NNC(=O)c1cc(Br)c(Br)s1)c1csc(N2CCOCC2)n1	6%	-13	·	·	4%	-1%	-6%	0%	5	·	0%
CCn1cc(C(=O)NCCCN(CC(C)C)CC(C)C)c(=O)c2cc(S(=O)(=O)N(C)C3CCCCC3)ccc21	0%	-5	-9%	2%	11%	-1%	0%	-2%[9.26 µM]	32[activator]	-5	-1%&2%
Oc1ccc(/C=N/Nc2nccnc2Cl)c(O)c1	-11%	-4	?	16µM*	-13%	-20%	1%	?	4	1	24µM*
CN(C)S(=O)(=O)N1CCCC(C(=O)c2ccc(-c3ccccc3)cc2)C1 (stereo not given)	-14%	28	-2%	-13%	·	-2%	-8%	-14%	-13	-3	?
CCCCn1c(C)cc2cc(O)ccc21	-2%	0	-2%	0%	-1%	2%	0%	1%	13	-16	-3%
C[C@@H]1COC(=O)[C@H](CC(=O)OC(C)(C)C)C/C=C\C[C@@H](CC(=O)N[C@H](CO)Cc2ccccc2)C(=O)N1	·	10	·	·	-6%	-1%	·	-1%	-3	·	·
COc1ccc(C(=O)CC(=O)C(=O)Nc2cc(Cl)c(OC)cc2OC)cc1	-1%	-2	?	-6%	9%	-3%	5%	-4%	17	-2	0%
